High-throughput results from PubChem BioAssay.
CRFBP-R2 agonist: agonists of CRF-BP/CRF-R2 complex, primary screen, cell-based, HEK293, calcium dye fluorescence, uHTS. AID 588473, 2011. 0.46% of 350,000 active. CRF-binding protein / CRF receptor 2 complex (human). calcium dye fluorescence (FLIPR); percent of saturating CRF peptide response. activation, % at 13.2 µM;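 active means activation of at least 50%, plus an integration ratio under a set limit after plate pattern correction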;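 further: plate controls were neutral control wells without compound for no effect and CRF at EC100 for full effect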
CHRM1 PAM: human M1 muscarinic receptor positive allosteric modulators, primary screen, CHO-K1 cells, Fluo-8 calcium fluorescence, 1536-well; Muscarinic acetylcholine receptor M1 (Homo sapiens), P11229; CHO-K1 hM1, ACh EC20; 0% = ACh EC20, 100% = maximal ACh; activation, % at 3 µM; 0.088% of 360,000 active; AID 588819, 2011; in the data active means activation above about 19%, passing the limit was not always enough
M4 PAM: human M4 muscarinic receptor positive allosteric modulators, primary screen, CHO-K1 cells, Fluo-8 calcium fluorescence; 0.4% of 360,000 active; CHO-K1 hM4/Gqi5, ACh EC20; 0% = ACh EC20, 100% = maximal ACh; Muscarinic acetylcholine receptor M4 (Homo sapiens), P08173; activation, % at 3 µM;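 active means activation above its plate's cutoff, the mean activation of sample wells plus 3 SD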; further: some results filed as inactive read as strong as hits
Target sequence (P08173 whole entry, looked up): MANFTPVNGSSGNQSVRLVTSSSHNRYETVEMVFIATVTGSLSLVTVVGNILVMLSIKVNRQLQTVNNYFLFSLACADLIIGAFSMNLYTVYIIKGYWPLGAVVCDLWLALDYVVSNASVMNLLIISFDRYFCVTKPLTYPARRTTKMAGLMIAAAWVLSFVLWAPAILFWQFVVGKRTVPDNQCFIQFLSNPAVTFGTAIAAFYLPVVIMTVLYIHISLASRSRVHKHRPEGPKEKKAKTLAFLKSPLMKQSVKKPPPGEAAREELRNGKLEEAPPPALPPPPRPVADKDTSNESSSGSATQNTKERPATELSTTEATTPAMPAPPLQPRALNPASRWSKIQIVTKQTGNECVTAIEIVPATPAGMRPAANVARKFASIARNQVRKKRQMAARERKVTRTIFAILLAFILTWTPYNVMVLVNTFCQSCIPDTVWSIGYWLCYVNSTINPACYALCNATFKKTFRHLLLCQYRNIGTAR
CHRM4 antagonist: human M4 muscarinic receptor antagonists, primary screen, CHO cells, Fluo-8 calcium fluorescence; AID 624125, 2012; Muscarinic acetylcholine receptor M4 (Homo sapiens), P08173; inhibition, % at 3 µM; 0.73% of 360,000 active; CHO-hM4 cells, ACh EC80;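 active means inhibition above its plate's cutoff, the mean inhibition of sample wells plus 3 SD, cut at about 27% in these data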;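 further: 0% = acetylcholine EC80 with DMSO and 100% = DMSO without agonist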
M5 PAM: human M5 muscarinic receptor positive allosteric modulators, primary screen, CHO-K1 cells, Fluo-8 calcium fluorescence. Muscarinic acetylcholine receptor M5 (Homo sapiens), P08912. CHO-K1 hM5, ACh EC20 PAM; 0% = ACh EC20, 100% = ACh EC100. activation, % at 3 µM. 0.3% of 360,000 active. AID 624038, 2012;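 active means activation above the run cutoff, the mean activation of all test compounds plus 3 SD, cut at about 18% in these data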
Target sequence (P08912 whole entry, looked up): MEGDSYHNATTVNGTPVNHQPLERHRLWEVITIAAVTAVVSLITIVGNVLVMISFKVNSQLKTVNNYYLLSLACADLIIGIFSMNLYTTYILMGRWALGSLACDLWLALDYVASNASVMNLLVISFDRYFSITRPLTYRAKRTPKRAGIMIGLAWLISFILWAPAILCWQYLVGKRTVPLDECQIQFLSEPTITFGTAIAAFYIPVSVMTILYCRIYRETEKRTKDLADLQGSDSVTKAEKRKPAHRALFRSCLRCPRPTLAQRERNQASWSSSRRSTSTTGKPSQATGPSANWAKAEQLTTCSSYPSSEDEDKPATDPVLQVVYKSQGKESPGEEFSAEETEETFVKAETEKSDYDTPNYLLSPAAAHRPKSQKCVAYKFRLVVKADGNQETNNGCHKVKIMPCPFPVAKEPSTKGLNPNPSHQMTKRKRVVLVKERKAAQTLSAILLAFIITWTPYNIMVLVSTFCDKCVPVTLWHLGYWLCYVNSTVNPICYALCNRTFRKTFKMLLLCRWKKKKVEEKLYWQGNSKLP
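system = human M5 receptor in CHO-K1 cells | compound = one concentration, 3 µM final (nominal) | schedule = Post-acetylcholine fluorescence recording 140 s | signal = Fluo-8 calcium dye fluorescence, kinetic read | benchmarks = low control EC20 acetylcholine (0%), high control EC100 acetylcholine (100%) | repeats = singlicate, one well per test compound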
CRFR2-BP antag: antagonists of CRF-BP/CRF-R2 complex, primary screen, cell-based, HEK293, calcium dye fluorescence, uHTS; CRF-induced calcium fluorescence; inhibition, % at 11.8 µM; 0.59% of 350,000 active;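 active means inhibition of the ligand-induced calcium signal above about 50% at the single tested concentration, limit read from the data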
M5 antag: human M5 muscarinic receptor antagonists, primary screen, CHO cells, Fluo-8 calcium fluorescence | Muscarinic acetylcholine receptor M5 (Homo sapiens), P08912 | CHO-hM5 cells, ACh EC80 | inhibition, % at 3 µM | 0.59% of 360,000 active | AID 624040, 2012;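 active means inhibition above a per-plate cutoff, the mean of that plate's test compounds plus 3 SD, cut at about 27% in these data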;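 further: 0% = acetylcholine EC80 with DMSO and 100% = DMSO without agonist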
CHRM5 agonist: human M5 muscarinic receptor agonists, primary screen, CHO-K1 cells, Fluo-8 calcium fluorescence; Muscarinic acetylcholine receptor M5 (Homo sapiens), P08912; activation, % at 3 µM; CHO-K1 hM5 cells; 0% DMSO wells, 100% maximal acetylcholine response; 0.19% of 360,000 active;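 active means activation above the run's mean over test compounds plus 3 SD, cut at about 23% in these data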;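 further: signal is peak over basal fluorescence ratio across the kinetic read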
CHRM4 agonist: human M4 muscarinic receptor agonists, primary screen, CHO-K1 cells, Fluo-8 calcium fluorescence; CHO-K1 hM4/Gqi5; vehicle 0%, full acetylcholine response 100%; 0.14% of 360,000 active; activation, % at 3 µM; AID 624127, 2012;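 active means activation above the run mean over all test wells plus 3 SD, cut at about 32% in these data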;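 further: peak over basal fluorescence ratio per well then scaled between controls; 0% = DMSO wells and 100% = acetylcholine at EC100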
Numbers without * were called inactive; / = not tested or not shown.

CHRM4 agonist	CHRM1 PAM	CHRM5 agonist	CRFR2-BP antag	M5 antag	M5 PAM	M4 PAM	CRFBP-R2 agonist	CHRM4 antagonist	Structure
5	3	-1	10	5	-9	-5	-1.8	10	NS(=O)(=O)c1ccc(NCc2cc(Cl)ccc2OCc2ccccc2F)cc1
1	9	-6	-26	9	-3	-9	3.3	5	COc1ccccc1CC(O)CC1c2c(cc3c(c2OC)OCO3)CCN1C (stereo unspecified)
2	0	4	15	2	12	12	-0.1	-3	O=C(NCCCN1CCOCC1)C(=O)NCCc1ccccc1
1	7	-4	8	11	-3	4	-0.1	-5	COc1ccc(OC)c(C(C)NC(=S)Nc2ccc(S(=O)(=O)Nc3ncccn3)cc2)c1 (stereo unspecified)
3	-4	0	16	-2	0	9	-0.8	0	Cn1nnnc1SCC(=O)Nc1ccc(Oc2ccc(Cl)cc2)cc1
2	7	0	10	5	0	4	-1.2	8	O=C(COC(=O)CCS(=O)(=O)c1ccc(Cl)cc1)NC1CCCCC1
1	3	0	-16	2	8	-5	2.6	5	OC(CN1CCN(c2ccccc2)CC1)Cn1c2ccccc2c2ccccc21 (stereo unspecified)
2	2	-2	3	14	-5	0	2.2	13	Cc1cc(O)c(NC(=O)c2cccc([N+](=O)[O-])c2)cc1C
2	7	1	-5	-7	-4	5	0.5	5	O=C(/C=C/c1ccc[nH]1)c1ccccc1
2	0	1	-27	-6	5	13	0.2	-7	O=C(Nc1nnc(Cc2ccc(Cl)cc2)s1)c1ccco1
1	3	1	4	0	4	5	-1.0	8	Cc1cccc(NC(=O)C(C)Oc2ccc(C)nc2[N+](=O)[O-])c1 (stereo unspecified)
1	1	-11	9	10	-7	-20	0.0	-8	Fc1ccc(CN2C3=NCCN3c3ccccc32)cc1
-1	6	-6	19	16	-2	1	-2.1	2	CCC(=O)c1ccc(OC)c(OC)c1OCc1ccccc1
-1	11	2	-2	-7	9	11	3.7	1	O=c1c(C(c2c(O)nc3n(c2=O)CCS3)c2cccc3ccccc23)c(O)nc2n1CCS2
0	5	-5	-8	4	-3	-5	0.5	7	COc1cc(-c2nc3n(n2)C(c2cccc(OC)c2OC)C2=C(CCCC2=O)N3)cc(OC)c1OC (stereo unspecified)

The list goes on; it opens with the two that closed the last part.
CHRM4 agonist	CHRM1 PAM	CHRM5 agonist	CRFR2-BP antag	M5 antag	M5 PAM	M4 PAM	CRFBP-R2 agonist	CHRM4 antagonist	Structure
-1	11	2	-2	-7	9	11	3.7	1	O=c1c(C(c2c(O)nc3n(c2=O)CCS3)c2cccc3ccccc23)c(O)nc2n1CCS2
0	5	-5	-8	4	-3	-5	0.5	7	COc1cc(-c2nc3n(n2)C(c2cccc(OC)c2OC)C2=C(CCCC2=O)N3)cc(OC)c1OC (stereo unspecified)
1	-1	-5	-4	3	-4	3	-0.6	-13	O=C(N/N=C/c1ccccc1OC(=O)c1ccc2c(c1)OCO2)c1cccc(F)c1
1	15	2	14	-5	13	9	6.5	-5	COC(=O)c1sc(NC(=S)NNC(=O)c2c(Br)c(C)nn2C)c(C(=O)OC)c1C
3	-1	-1	-1	0	-2	5	0.5	0	Cc1ccccc1OCCC(=O)Nc1ccc2c(C)cc(=O)oc2c1
11	1	-5	-14	12	-8	-5	0.7	7	CC1CCC(NC(=O)c2nn(C)c3c2CS(=O)(=O)c2ccccc2-3)CC1 (stereo unspecified)
2	0	-3	7	8	-4	-1	-1.8	10	CCc1noc(C)c1C(=O)NC1CCCc2c1cnn2-c1cc(C)cc(C)c1 (stereo unspecified)
4	1	-2	18	10	-9	-16	-0.8	-6	COc1ccc(CNC(=O)COC(=O)c2ccc(F)c(S(=O)(=O)N3CCCCC3)c2)cc1OC
0	4	3	3	-5	1	-1	0.0	-11	CCOC(=O)N1CCN(C(=O)CSc2ccc(Cl)cc2)CC1
0	7	0	-20	-2	0	1	0.1	-5	CN(C)c1c(N)[nH]c2c(c1=O)c(=O)n(C)c(=O)n2C
1	17	-4	-28	1	4	1	9.5	-5	COc1ccc(-n2c(N)cc(=O)nc2SCC(=O)NC2CCCCC2)cc1
1	1	1	3	-2	0	5	0.6	2	Nc1nonc1N1CCCCC1
2	4	2	-2	10	2	2	4.1	-4	C=CCn1c(=S)[nH]c2scc(-c3cccs3)c2c1=O
1	3	-3	2	4	-4	-1	-1.4	10	O=C(CCN1C(=O)S/C(=C/c2ccc(F)cc2)C1=O)Nc1ccc(O)c(C(=O)O)c1
3	-2	-1	2	0	11	-4	-0.6	10	Cc1cc(NC(=O)CCN2CCN(C)CC2)ccc1Br
2	1	-5	0	-4	-4	-4	0.2	-4	COc1ccc(C(=O)NNC(=O)CSc2ccccc2)cc1
2	2	2	-16	6	-4	-19	0.1	14	CNc1cc(=O)n(C)c(=O)n1-c1ccccc1

Three entries from above, set out differently:
Fields – CHRM4 agonist, CHRM1 PAM, CHRM5 agonist, CRFR2-BP antag, M5 antag, M5 PAM, M4 PAM, CRFBP-R2 agonist, CHRM4 antagonist
- O=C(N/N=C/c1ccccc1OC(=O)c1ccc2c(c1)OCO2)c1cccc(F)c1
 : 1, -1, -5, -4, 3, -4, 3, -0.6, -13
- COC(=O)c1sc(NC(=S)NNC(=O)c2c(Br)c(C)nn2C)c(C(=O)OC)c1C
 : 1, 15, 2, 14, -5, 13, 9, 6.5, -5
- Cc1ccccc1OCCC(=O)Nc1ccc2c(C)cc(=O)oc2c1
 : 3, -1, -1, -1, 0, -2, 5, 0.5, 0

Continued:
CHRM4 agonist	CHRM1 PAM	CHRM5 agonist	CRFR2-BP antag	M5 antag	M5 PAM	M4 PAM	CRFBP-R2 agonist	CHRM4 antagonist	Structure
1	10	0	-7	-6	4	6	0.3	0	CC1(C)CC(=O)C2=C(C1)Nc1ccccc1N(C(=O)C1CC1)C2c1ccco1 (stereo unspecified)
1	4	-2	25	8	-5	3	7.0	-10	CC(C)C(C(=O)O)N1C(=O)/C(=C/c2cccn2C)SC1=S (stereo unspecified)
6	-8	0	-24	12	-11	-8	0.1	2	Cc1nn(-c2ccccc2)c(N2CCCC2)c1/C=N/NC(=O)c1cc(-c2cccnc2)nc2ccccc12
1	7	1	-7	2	-1	3	1.5	-1	Cc1c(C)c2ccc(OCC(=O)N3CCC[C@@H]3C(=O)O)c(C)c2oc1=O
5	3	5	10	2	7	8	-2.0	-1	CN(Cc1ccccc1)c1ccc(C(CC(N)=O)NC(=O)c2ccccc2)cc1[N+](=O)[O-] (stereo unspecified)
1	1	0	-20	6	0	2	5.3	-4	Cc1csc(NC(=O)c2cccc(C)c2C)n1
0	-24	-22	2	19	-15	-14	-1.6	33*	O=C1CSC(c2ccccc2)N1c1ccc([N+](=O)[O-])cc1 (stereo unspecified)
1	14	-1	6	-10	6	18	0.5	-12	CC1CC(=S)Nc2ccccc2S1 (stereo unspecified)
0	1	0	0	5	4	11	0.2	-14	Cc1ccc(N2CC(C(=O)NC3CC3)CC2=O)cc1 (stereo unspecified)
4	12	1	0	8	-7	1	-0.9	3	C[C@H]1CN(CCc2ccccc2)C(=O)[C@@H]1CC(=O)NCc1ccccc1
3	-1	4	2	12	-8	-2	4.5	8	COc1ccc(OCC(=O)Nc2cc(S(=O)(=O)N3CCCCC3)ccc2OC)cc1
1	6	-5	5	8	-2	0	-0.6	-7	COc1ccccc1CN1CC(C(=O)N(C)Cc2nc(C)cs2)CCC1=O (stereo unspecified)
1	19	0	/	-1	2	1	/	0	COCCNC(=O)C1CCCN(C(=O)c2csc3ccccc23)CC1 (stereo unspecified)
2	-8	-5	29	12	-9	-3	-2.7	-2	Cc1cc(Br)c(OCc2ccc(C(=O)N/N=C3\CC(=O)CC(C)(C)C3)cc2)c(Br)c1
1	6	-2	-9	3	-2	-2	1.8	9	COc1ccccc1-c1nc2cc3ccccc3cc2nc1-c1ccccc1OC
0	-6	-2	-13	1	2	-3	-0.6	11	COC(=O)c1ccccc1Oc1nc(Cl)cc(OC)n1
0	-3	1	0	3	-3	-10	-1.9	9	Cc1cc(=O)[nH]c(N/N=C/c2cc(C)n(CC(F)(F)F)c2C)n1
3	12	-5	10	-3	0	1	-0.5	-9	CC(=O)c1cc(CN2CCC(C(=O)Nc3ccc(-n4nc(C)cc4C)cc3)CC2)cs1
1	1	0	9	4	5	-2	-1.4	-3	CCC(CO)Oc1cc(NC(=O)Cc2ccccc2)c2ncn(C(C)C)c2c1 (stereo unspecified)
1	13	-2	-1	-6	3	2	-1.1	-8	CCn1c(=N)n(CC(O)c2cccs2)c2ccccc21 (stereo unspecified)
2	-5	3	-11	6	-2	2	0.1	-2	CCOC(=O)CNC(=O)c1ccc(C#CC2(O)CCCCC2)cc1
3	2	5	-18	1	1	11	23	-12	O=C(N/N=C/c1cc(Cl)ccc1O)c1ccncc1
1	13	0	17	-1	2	2	-0.3	-2	C=CCc1cccc2cc(C(=O)O)c(=O)oc12
3	-6	0	13	4	-1	2	-2.1	-2	Cc1ccn2c(CNCCn3nc(C)cc3C)c(C(=O)N3CCCCCC3)nc2c1
3	3	1	13	6	-2	7	0.7	7	O=c1c2ccccc2nnn1CSc1nnnn1-c1ccccc1
3	6	-5	-8	-3	-7	-3	0.6	-8	CC(C)Oc1ccc(Br)cc1C(=O)N/N=C/c1c[nH]c2ccccc12
1	2	-3	12	2	1	2	-0.9	0	CC(C)Oc1ccc(C(=O)Nc2ccccc2N2CCOCC2)cc1
1	2	-2	-3	-1	6	-1	4.1	3	CN(C(=O)Nc1ccccc1)C1CCS(=O)(=O)C1 (stereo unspecified)
-1	0	0	-28	0	-2	0	-0.5	-2	CCC(C)(C)NC(=O)C(c1ccncc1)N(Cc1ccc(C)cc1)C(=O)c1csnn1 (stereo unspecified)
2	3	-1	26	15	-3	0	-0.6	-3	CC(C#N)OC(=O)c1cccnc1SCC(=O)Nc1ccc2c(c1)OCO2 (stereo unspecified)
0	3	1	2	3	4	-1	-1.4	0	O=[N+]([O-])c1cccc(/C=N/Nc2ccccn2)c1
21	0	-7	17	2	1	9	-1.4	68*	Fc1cccc(F)c1-n1c(CN2CCCC2)csc1=S
24	-19	-1	-15	15	-23	-18	-0.5	-4	c1ccc(CN2CCN(CCOCCOc3ccc4c(c3)CCC4)CC2)cc1
3	8	-1	/	-5	0	3	/	-14	COc1cc(F)ccc1-c1cc(C(=O)NCc2cccs2)[nH]n1
13	-18	-1	16	23	-14	-13	-0.3	31*	COc1ccc(C(=O)NC2CCCc3c2cnn3-c2cccc(C)c2C)c(OC)n1 (stereo unspecified)
14	-12	1	0	9	-30	-11	0.1	15	CCOC(=O)c1cc(-c2ccccc2)nn1CC1CC(c2ccc(Cl)cc2)=NO1 (stereo unspecified)
1	18	-1	7	10	-2	10	0.2	-12	Cc1ccc(N2C(=O)c3ccccc3C(C)(C)C2=O)cc1
7	-1	-2	18	-5	4	-2	-1.7	-4	O=C1CCCN1CC(CN1CCOCC1)Sc1nc2ccccc2c(=O)n1-c1ccccc1 (stereo unspecified)
1	-2	4	-49	-1	4	8	27	1	CCOC1=C/C(=C/c2c(N)n3nc(S(=O)(=O)CC)sc3nc2=O)C=CC1=O
